S3 lipid droplet – qHTS Assay for Lipid Storage Modulators in Drosophila S3 Cells | Drosophila S3 cells, BODIPY lipid droplet fluorescence, 18-24 h; cells fed with added oleic acid | lipid storage change, negative = inhibition, % at the top dose, mostly 46.1 µM; hits show Potency in µM | actives 0.64% (n = 320,000); active = well fitted inhibition curve with a large enough effect in the signal ratio, with a control signal flat, not every such curve was filed as active; inconclusive = small, poorly fitted or top-dose-only effect, or effect the other way, or a change in a side signal; the % refers to the signal ratio
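Laser-scanning cytometry quantifies lipid droplet accumulation (500–530 nm total intensity; droplet/cell object ratio) in oleic acid-fed (400 uM added) Drosophila S3 cells treated with a concentration series. 20 uM Triacsin C defined 100% inhibition.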
S3 lipid droplet cell count max – further read-out of S3 lipid droplet, marked with its call; cell number change, %; measured here: cell count max response;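 cells counted by Cell Tracker Red CMTPX staining in the red channel; peak over a dose series mostly up to 46.1 µM; percent activity relative to internal control wells on each plate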
* = called active by the depositor; i = inactive; u = inconclusive; x = not tested or not shown; [ ] = dose if it differs, or a comment. % is scaled to controls: 0 for no effect and ±100 for the full control effect; potency is read from the fitted curve at half-maximal effect. A portion of the library; the hit share may differ from the screen's.

Order of values: S3 lipid droplet	S3 lipid droplet cell count max
Cc1cccc2c(=O)c(Br)c(C)n(Cc3ccccc3)c12
 : u	x
CC(C)CCN1C(=O)CCC1(C)C(=O)NC1CCCCCC1 (stereo not given)
 : u	x
CCOC(=O)C1CCN(C(=O)c2cccc(C(=O)N3CCC(C(=O)OCC)CC3)c2)CC1
 : 6%	3
CCC(=O)OCC(=O)C1(OC(=O)CC)[C@H](C)C[C@H]2[C@H]3[C@H]([C@@H](O)C[C@@]21C)[C@@]1(C)C=CC(=O)C=C1C[C@H]3Cl (stereo not given in full)
 : u	x
COc1ccc(S(=O)(=O)N(Cc2cccs2)C2CCCC2)cc1
 : i	-20
O=C(N/N=C/c1cccnc1)C(O)(c1ccccc1)c1ccccc1
 : -5%	17
O=S1(=O)CCC(NC2CCCC2)C1 (stereo not given)
 : u	x
O=C(O)c1ccc(-c2nnn(Cc3cccc(C(F)(F)F)c3)n2)cc1
 : -4%	6
CCOC(=O)C(C(=O)c1ccccc1)C1CC(C)NC(=S)N1 (stereo not given)
 : 20%	0
CC1=CC(C)(C)Nc2ccc(OC(=O)c3ccco3)cc21
 : u	x
Cc1cccc(NS(=O)(=O)c2ccc(C(=O)NCC(c3ccco3)N(C)C)cc2)c1C (stereo not given)
 : u	x
O=S(=O)(c1ccccc1)N1N=C(c2ccc(O)cc2)CC1c1ccco1 (stereo not given)
 : u	x
Cc1ccc(CCSCC(=O)O)cn1
 : u	x
O=C(NCc1ccco1)c1cccc2ccccc12
 : -3%	1
CCCCC(=O)Nc1sc2c(c1C(N)=O)CCC2
 : 5%	x
CN(C)c1ccc(/C=C/C(=O)c2ccc(O)cc2)cc1[N+](=O)[O-]
 : u	x
CCc1ccc(C(=O)OCC(=O)N(CCOC)c2c(N)n(Cc3ccccc3)c(=O)[nH]c2=O)cc1
 : 7%	1
O=C(/C=C/c1ccc([N+](=O)[O-])cc1)NCCSCc1ccco1
 : u	x
COC(=O)N/N=C\c1ccc(OC/C=C/c2ccccc2)c(OC)c1
 : u	x
Cc1cc(NC(=S)Nc2ccccc2)ccc1Br
 : u	x

Compound profiles (already shown).
O=S(=O)(c1ccccc1)N1N=C(c2ccc(O)cc2)CC1c1ccco1 (stereo not given) is listed as S3 lipid droplet = u; S3 lipid droplet cell count max = x
Cc1ccc(CCSCC(=O)O)cn1 is listed as S3 lipid droplet = u; S3 lipid droplet cell count max = x

Reprinted at random: 5 entries already listed.
Order of values: S3 lipid droplet	S3 lipid droplet cell count max
O=C(/C=C/c1ccc([N+](=O)[O-])cc1)NCCSCc1ccco1
 : u	x
CCOC(=O)C1CCN(C(=O)c2cccc(C(=O)N3CCC(C(=O)OCC)CC3)c2)CC1
 : 6%	3
Cc1ccc(CCSCC(=O)O)cn1
 : u	x
CC(C)CCN1C(=O)CCC1(C)C(=O)NC1CCCCCC1 (stereo not given)
 : u	x
COc1ccc(S(=O)(=O)N(Cc2cccs2)C2CCCC2)cc1
 : i	-20

Additional results:
Order of values: S3 lipid droplet	S3 lipid droplet cell count max
COc1ccc(-c2nc3nc(N)nn3cc2C)cc1F
 : -3%	10
O=C(Nc1ccc(OCc2ccccc2)cc1)c1ccccc1
 : u	x
O=C(COC(=O)C1CCCCC1)Nc1cccc(Br)c1
 : u	x
O=C(c1cc(Br)ccc1Cl)N1CCN(c2ccc(N3CCOCC3)nn2)CC1
 : u	x
COc1ccc(/C(O)=C/C(=O)C(=O)Nc2c(C)n(C)n(-c3ccccc3)c2=O)cc1
 : -8%	0
Cc1cc(C)nc(SCC(=O)c2c(N)n(C)c(=O)n(C)c2=O)n1
 : u	x
CC(C)CN(C(=O)COC(=O)/C=C/c1cccs1)c1c(N)n(Cc2ccccc2)c(=O)[nH]c1=O
 : 0%	-10
CC1=Nc2ccccc2/C1=C\c1nc(-c2ccc(C(F)(F)F)cc2)oc1O
 : u	x
Cc1ccc(NC(=S)NNC(=O)c2ccc(N3CCOCC3)c([N+](=O)[O-])c2)cc1C
 : u	x
O=C(NCCc1ccc(F)cc1)c1ccc(NS(=O)(=O)c2ccc3[nH]c(=O)[nH]c3c2)cc1
 : u	x
c1ccc(CNc2ncnc3c2cnn3Cc2ccccc2)cc1
 : -3%	x
CCCCCCCNC(=O)C1(CC2CC(c3cccc(Br)c3)=NO2)CCN(C(=O)C2CCCC2)CC1 (stereo not given)
 : u	x
O=C(CSc1cccc[n+]1[O-])Nc1ccc(C(F)(F)F)cc1[N+](=O)[O-]
 : 6%	8
COc1cccc(CNC(=O)CCC2CCCN(C(=O)c3cccc4c(C)c(C)[nH]c34)C2)c1 (stereo not given)
 : -6%	6
Oc1ccc(/C=N/N2CCN(C3c4ccccc4-c4ccccc43)CC2)c(O)c1
 : u	x
CCSc1nc2c(c(=O)[nH]1)C(c1ccc(C)cc1)C1=C(CCCC1=O)N2 (stereo not given)
 : u	x
Cc1ccc(C)c2nc3sc(C(=O)O)cc3cc12
 : u	x
COc1ccccc1CNCc1ccc(OC)c(OC)c1OC
 : 0%	-13
O=C(O)C1C2C=CC(C2)C1C(=O)Nc1cccc(C(=O)N2CCCCC2)c1 (stereo not given)
 : u	x
CC(=O)c1sc2nsc(SCCN3CCCCC3)c2c1N
 : -4%	2

An excerpt from above in order of the S3 lipid droplet cell count max value, rising:
Order of values: S3 lipid droplet	S3 lipid droplet cell count max
CC(C)CN(C(=O)COC(=O)/C=C/c1cccs1)c1c(N)n(Cc2ccccc2)c(=O)[nH]c1=O
 : 0%	-10
COc1ccc(/C(O)=C/C(=O)C(=O)Nc2c(C)n(C)n(-c3ccccc3)c2=O)cc1
 : -8%	0
CC(=O)c1sc2nsc(SCCN3CCCCC3)c2c1N
 : -4%	2
O=C(CSc1cccc[n+]1[O-])Nc1ccc(C(F)(F)F)cc1[N+](=O)[O-]
 : 6%	8

More records.
Order of values: S3 lipid droplet	S3 lipid droplet cell count max
COC(=O)c1ccccc1NC(=O)CCNC(=O)Cn1cnc2ccccc2c1=O
 : -7%	-3
CC(=O)N1c2ccc(S(=O)(=O)NCCC(=O)Nc3ccc(OC(F)(F)F)cc3)cc2CC1C (stereo not given)
 : u	x
COC(=O)c1cc2c(C)nn(-c3ccccc3)c2s1
 : u	x
CCc1ccc(CN/C=C/C(=O)c2ccc(Br)cc2)cc1
 : u	x
CCOC(=O)COc1ccc2nsnc2c1Cl
 : 4%	0
C/C(=N/OC(=O)C1CC12CCC2)c1ccc(Br)cc1 (stereo not given)
 : u	x
Cc1ccc(CN(c2ccc(C(=O)Nc3cccnc3)cc2)S(C)(=O)=O)cc1
 : u	x
NNC(=O)c1ccc(COc2cccc3cccnc23)cc1
 : u	x
Cc1ccc2nc(SCC(=O)Nc3ccc(F)c([N+](=O)[O-])c3)[nH]c2c1
 : -6%	-1
COc1ccc(CN2CCN(c3nc4ccccc4s3)CC2)cc1
 : u	x
CC1(C)CC(=O)C(N=Nc2ccc(-c3ccccc3)cc2)=C(O)C1
 : u	x
CCN1CCn2c3c(c4cc(Cl)ccc42)CCCC31 (stereo not given)
 : u	x
O=S(=O)(c1ccc(SCCO)nc1)N1CCOCC1
 : u	x
Cc1nc2ccc(NC(=O)c3cccs3)cc2s1
 : u	x
CSc1nnc(SCC(=O)N(C)c2c(N)n(Cc3ccccc3)c(=O)[nH]c2=O)s1
 : u	x
CC(C(=O)Nc1ncccn1)(c1ccccc1)c1ccccc1
 : 20%[9.22 µM]	-1
Cc1ccc(-n2ncc3c2CC(C)(C)CC3NC(=O)CN2CCCC2=O)cc1 (stereo not given)
 : 4%	-22
CCOC(=O)N1CCN(c2nc(-c3ccc(Cl)cc3)cs2)CC1
 : i	x
Cc1cc(=O)[nH]c2c3ccccc3nn12
 : u	x
Cc1cc(NC(=O)CSc2nc(-c3ccc(F)cc3)cs2)no1
 : 71%	19

More structures.
SMILES,S3 lipid droplet,S3 lipid droplet cell count max
O=C(CN1C(=O)c2ccccc2C1=O)NCC1CCCO1 (stereo not given),1%,10
CCOC(=O)c1cccnc1SCC(=O)N(CC)c1cccc(C)c1,u,x
COc1ccc2nc(NC(=O)C34CC5CC(CC(NC(C)=O)(C5)C3)C4)sc2c1,u,x
Cn1nc(-c2ccccc2)cc1NC(=O)c1ccc(Cl)cc1,u,x
CC(C)(C)NC(=O)CSc1nncn1NCc1ccccc1,u,x
CCNC(=S)NNC(=O)CC(C)C,-14%,-2
CCOC(=O)c1ccc(N/C=C/C(=O)C(C)(C)C)cc1,-9%,-8
CN(C(=O)COC(=O)c1ccc(Cl)cc1N)C1CCCCC1,u,x
O=C(CN(C1CCCCC1)S(=O)(=O)c1ccc(Br)cc1)NCc1cccnc1,4%,-1
O=C(CCc1c[nH]c2ccccc12)NC(Cc1c[nH]c2ccccc12)C(=O)O (stereo not given),u,x
O=C(CNC(=O)c1ccccc1)NCC(=O)OCC(=O)c1ccccc1Cl,u,x
CC1(c2ccccc2)NC(=O)N(CC(=O)Nc2ccccc2C(=O)NC2CC2)C1=O (stereo not given),-2%,x
CCCN1Cc2cccc(C(=O)Nc3ccc(CC)cc3)c2C1=O,u,x
Oc1ccccc1NCC(O)Cn1ccc2ccccc21 (stereo not given),u,x
COCCNC(=O)CN(C(=O)c1ccc(N2CCCC2)nc1)c1ccc(Cl)cc1,u,x
COc1ccccc1-c1c(C)nn2c(N3CCC4(CC3)OCCO4)cc(C)nc12,i,x
Cn1c(C(=O)NCc2cccnc2)cc2sc(Cl)cc21,u,x
CCCc1nnc(NC(=O)CS(=O)(=O)c2ccccc2)s1,2%,-20
Cc1ccccc1CN1C(=O)c2ccccc2S(=O)c2ccc(C(=O)NCCCN3CCOCC3)cc21 (stereo not given),u,x
O=C(CCS(=O)(=O)c1ccc(Cl)cc1)Nc1nccs1,u,x
O=C1CC(N2CCC(c3nc4ccccc4[nH]3)CC2)C(=O)N1c1ccccc1F (stereo not given),u,x
CCCn1nc(NS(=O)(=O)c2cccc3nonc23)c2cc3ccccc3nc21,u,x
COc1cccc(C2c3[nH]c4ccccc4c3C[C@H]3C(=O)N(CCCCCO)CC(=O)N23)c1 (stereo not given in full),7%,5
COc1ccc(CNC(=O)c2cnc3scc(C)n3c2=O)cc1,i,x
O=C1NC(=Nc2ccccc2)S/C1=C\C=C\c1ccco1,8%,-3
Cc1ccccc1NC(=O)NCCc1nc2ccccc2[nH]1,u,x
COc1ccc(-n2nc(C(=O)NCC(=O)N3CCN(c4ccccc4OC)CC3)c3ccccc3c2=O)cc1OC,i,17
COC(=O)c1sccc1NC(=O)c1cc(-c2ccc(C)cc2C)nc2ccccc12,-2%,0
CCCC(=O)Nc1sc(C)c(C)c1C(=O)Nc1cccc(C)c1,13%,-1
COc1c(C(=O)NC(=S)Nc2nnn(C)n2)cc2ccccc2c1Br,u,x
COc1ccc(CN(Cc2ccc(OC)cc2)C(=O)c2cccs2)cc1,19%,x
O=C(CNC(=O)c1ccc(Cl)cc1Cl)OCC(=O)N1CCCC1,u,x
Cc1ccc2nc(SCC(=O)O)nc(C)c2c1,u,x
Cc1cc(C)c(NC(=O)CNC(=O)CSc2nnc(N)s2)c(C)c1,u,x
CCOc1ccc(NC(=O)CN(C)C(=O)C2CSC3(C)CCC(=O)N23)cc1OCC (stereo not given),u,x
Cc1cc2cc(C)c(NCCNC(=O)c3cccc(F)c3)nc2cc1C,-20%,-18
COc1ccc(N/C=C\C(=O)c2ccc3c(c2)OCO3)cc1,u,x
Cc1cc(C)n(-c2nc(NCCCN(C)C)c3c4c(sc3n2)CCCC4)n1,u,x
C#CCOCCOCCOCCNc1nc(N2CCN(C(=O)[C@H](CCCCN)n3cc(CCCC)nn3)CC2)nc(N2CCN(C(=O)[C@H](CCCCN)n3cc(CCC(=O)O)nn3)CC2)n1,u,x
CCN(CC(=O)Nc1ccc(NC(C)=O)cc1)C(=O)c1ccc(C(=O)c2ccccc2)cc1,u,x
O=S(=O)(Cc1ccccc1)N1CCN(c2ncccn2)CC1,u,x
O=C(c1cc(-c2ccccc2)nc2ccccc12)N1CCOCC1,u,x
O=C(CCCNS(=O)(=O)c1cccs1)N1CCN(c2cccc(Cl)c2)CC1,14%,-10
CCCC(C)NC(=S)NC(=O)c1cc(S(=O)(=O)N2CCOCC2)ccc1C (stereo not given),-18%,-14
Cc1occc1C(=O)NNC(=O)c1ccc(Br)o1,u,x
Cc1ccccc1NC(=O)C(Cc1ccccc1)n1cccc1 (stereo not given),-5%,-4
NC(=O)c1cc(C(=O)c2cccc(Cl)c2Cl)c[nH]1,-9%,4
CC(C)C(=O)N1CC(=O)Nc2ccc(F)cc2C1c1ccc(F)cc1 (stereo not given),-1%,11
NC(=O)C1CCN(C(=O)CCc2nc3ccccc3c(=O)[nH]2)CC1,u,x
COC(=O)Nc1nn(Cc2ccccc2F)cc1Br,u,x
C=CCOc1ccc(/C=C/C(=O)OCC(=O)N2CCCc3ccccc32)cc1,u,x
Cc1cccn2c(=O)c3cc(C(=O)N4COCC4(C)C)n(C)c3nc12,3%,-11
O=C(c1ccncc1)N(Cc1ccccc1)Cc1nc2ccccc2c(=O)[nH]1,u,x
NC(=O)c1oc2ccccc2c1NC(=O)CN1CCCCC1,10%,2
COC(=O)CC1SC(=O)NC1=Nc1ccccc1 (stereo not given),-2%,15
CN(C)CCN(C(=O)c1ccc(N2C(=O)CCC2=O)cc1)c1nc2cc3c(cc2s1)OCCO3,u,x

Screening results (PubChem)
